Source: PubChem BioAssay (several laboratories)
DAX1 inh-1 = DAX1 (NR0B1) inhibitors on StAR promoter, primary screen, cell-based, luminescence, SF-1 (NR5A1), full-length DAX-1; HEK293T StAR-luciferase reporter, SF-1/DAX-1 repression relief; 370,000 tested, 1.1% active; inhibition, % at 6.8 µM; AID 652010, 2013;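 active = inhibition above the mean over all tested compounds plus 3 SD, cut at about 3.6% in these data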;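 also: 0% = DAX-1 cells with DMSO and 100% = cells lacking DAX-1 with DMSO; higher inhibition means more luminescence from relief of DAX-1 repression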
DAX1 inh-2 = DAX1 (NR0B1) inhibitors, primary screen, cell-based, HEK293, Gal4-DAX1, luciferase luminescence. Nuclear receptor subfamily 0 group B member 1 (Homo sapiens), P51843. HEK293 Gal4-DAX1 luciferase reporter. inhibition, % at 6.75 µM. 340,000 tested, 0.99% active. AID 504766, 2011;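 active = inhibition above the mean over all tested compounds plus 3 SD, cut at about 4.2% in these data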;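 also: 0% = DAX1-transfected cells with DMSO and 100% = empty-vector control cells with DMSO; inhibition shows as a rise in luminescence from relieved DAX1 repression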
Target sequence (P51843 207-470 limits assumed): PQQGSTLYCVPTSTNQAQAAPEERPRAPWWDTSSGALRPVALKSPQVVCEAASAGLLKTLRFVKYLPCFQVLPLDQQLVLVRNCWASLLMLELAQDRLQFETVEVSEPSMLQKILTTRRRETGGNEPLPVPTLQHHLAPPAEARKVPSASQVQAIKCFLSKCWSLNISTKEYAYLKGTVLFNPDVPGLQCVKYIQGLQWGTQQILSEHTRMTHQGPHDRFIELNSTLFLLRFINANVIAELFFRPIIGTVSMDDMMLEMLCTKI
GC-A act = GC-A stimulated cGMP production enhancers – HEK293 GC-A cells, cGMP TR-FRET, EC30 ANP, primary screen; 0% at EC30 ANP, 100% saturating ANP; 370,000 tested, 0.14% active; Atrial natriuretic peptide receptor 1 (Homo sapiens), P16066; activation, % at 10 µM; in the data active = activation above about 40%
ADAM17 inh = ADAM17 inhibitors, primary screen, biochemical, QFRET; Disintegrin and metalloproteinase domain-containing protein 17 (Homo sapiens), P78536; recombinant ADAM17, EDANS/DABCYL FRET peptide cleavage; inhibition, % at 6.95 µM; 370,000 tested, 0.83% active;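 active = inhibition above the mean of compounds lying between control limits plus 3 SD, set per campaign, cut at about 8.5% in these data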;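 also: 0% = DMSO-only wells as the low control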
PG9 Ab binder = binders of HIV-1 gp120 antibody PG9, primary screen, biochemical, TR-FRET | HIV-1 gp120 / PG9 antibody interaction | TR-FRET gp120-PG9 antibody binding | inhibition, % at 6.7 µM | 360,000 tested, 0.43% active; in the data active = inhibition above about 8.5%
SMARCA2 act = SMARCA2 (BRM) function activators, primary screen, cell-based, luminescence, high throughput; AID 652017, 2013; activation, % at 9.1 µM; MG213 cells, MMTV-luciferase reporter, dexamethasone, overnight; 370,000 tested, 1% active; in the data active = activation above about 7.8%;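 also: 0% = vehicle wells and 100% = reference activator wells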
GAA850 FXN act = FXN promoter activators, primary screen, cell-based, luciferase luminescence, HEK293 lucGAA850; HEK293 lucGAA850 FXN promoter luciferase reporter, 24 h; percent of 10 µM SAHA response; activation, % at 6 µM; 360,000 tested, 0.56% active; AID 540364, 2011;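 active = activation above the average of all compounds screened plus 3 SD, cutoff fixed separately per campaign, cut at about 7.5% in these data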;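 also: 0% = DMSO wells and 100% = 10 µM SAHA wells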
ssDAF12 agonist = S. stercoralis DAF-12 nuclear receptor activators, primary screen, cell-based, luminescence, HEK293, GRIP1 co-expression, lit1-tk-luc; Nuclear hormone receptor DAF-12 (Strongyloides stercoralis); activation, % at 6.8 µM; HEK293 ssDAF-12/GRIP1 lit1-tk-luc reporter; % of 3 µM dafachronic acid response; AID 652126, 2013; 370,000 tested, 1% active;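 active = activation above the mean over all tested compounds plus 3 SD, cut at about 0.9% in these data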;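 also: 0% = DMSO-only wells and 100% = 3 µM delta7-dafachronic acid wells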
hcDAF12 agonist = H. contortus DAF-12 nuclear receptor activators, primary screen, cell-based, luminescence, HEK293, lit1-tk-luc reporter. HEK293 hcDAF-12 lit1-tk-luc reporter; 0% DMSO, 100% Δ7-dafachronic acid. activation, % at 6.8 µM. 370,000 tested, 1.4% active;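 active = activation above the mean of all tested compounds plus 3 SD, cut at about 5.5% in these data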;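 also: 100% = response to 3 µM Δ7-dafachronic acid high control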
ADAM10 inh = human ADAM10 inhibitors, primary screen, biochemical, QFRET, HTS | inhibition, % at 7 µM | 370,000 tested, 0.62% active | recombinant ADAM10, EDANS/DABCYL FRET peptide cleavage, 3 h | AID 720582, 2013 | Disintegrin and metalloproteinase domain-containing protein 10 (Homo sapiens), O14672;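 active = inhibition above a per-campaign cutoff equal to the mean of compounds falling between control-based bounds plus 3 SD, cut at about 20% in these data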;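 also: 0% = DMSO wells while the 100% control is not disclosed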
Target sequence (O14672 214-748 limits assumed): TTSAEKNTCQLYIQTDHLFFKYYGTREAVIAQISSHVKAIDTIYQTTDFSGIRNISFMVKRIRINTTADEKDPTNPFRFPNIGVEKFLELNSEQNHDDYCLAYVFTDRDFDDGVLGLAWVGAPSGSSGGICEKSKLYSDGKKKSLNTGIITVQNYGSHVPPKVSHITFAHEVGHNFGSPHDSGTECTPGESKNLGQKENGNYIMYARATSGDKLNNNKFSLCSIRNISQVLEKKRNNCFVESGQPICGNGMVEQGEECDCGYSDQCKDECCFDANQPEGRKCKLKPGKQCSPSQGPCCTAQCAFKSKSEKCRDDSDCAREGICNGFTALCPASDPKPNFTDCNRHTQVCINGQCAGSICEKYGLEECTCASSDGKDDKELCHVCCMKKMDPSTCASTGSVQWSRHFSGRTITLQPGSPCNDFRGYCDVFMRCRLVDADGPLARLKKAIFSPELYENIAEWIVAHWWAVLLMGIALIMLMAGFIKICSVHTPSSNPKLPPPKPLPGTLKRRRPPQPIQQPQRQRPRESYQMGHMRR
hgDAF-12 ag = H. glycines DAF-12 receptor agonists, primary screen, cell-based, luminescence, HEK293, GAL4 fusion, UAS-luciferase; HEK293 GAL4-hgDAF12 UAS-luciferase reporter, agonist luminescence; normalized to butyrate control; activation, % at 6.8 µM; 370,000 tested, 1.8% active; AID 687014, 2013;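 active = activation above a cutoff set at the mean of all screened compounds plus 3 SD, cut at about 10% in these data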;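 also: 0% = DMSO wells and 100% = sodium butyrate wells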
The depositor's hits bear a star; . = not tested or not shown.

SMILES | DAX1 inh-1 | DAX1 inh-2 | GC-A act | ADAM17 inh | PG9 Ab binder | SMARCA2 act | GAA850 FXN act | ssDAF12 agonist | hcDAF12 agonist | ADAM10 inh | hgDAF-12 ag
CCN(CC(=O)Nc1ccc2c(c1)OCCO2)CC(=O)Nc1ccc(C)c(S(=O)(=O)N(C)C)c1 | -3.5 | 0.1 | -1.4 | -1.1 | 0.1 | -1.7 | 1.5 | -1.1 | -1.4 | -3.6 | -0.6
COc1ccc(S(=O)(=O)N(CCCN2CCOCC2)Cc2cccc(OC)c2OC)cc1 | 0.3 | 1.6 | -2.7 | -2.2 | 0.2 | 0.1 | -0.6 | -1.3 | -0.9 | -5.8 | -0.7
Nc1ccccc1Sc1ccccc1[N+](=O)[O-] | -0.4 | -0.4 | 0.1 | 3.7 | -1.3 | -1.9 | 0.3 | -1.4 | -1.4 | 5.1 | 1.1
CN1C(=O)C(O)(C2COC(C)(C)CC2=O)c2cc(Br)ccc21 (stereo not drawn) | -0.7 | 0.6 | -1.2 | -1.5 | -1.1 | 0.4 | 0.7 | -0.5 | 0.6 | -7.1 | 1.9
COC(=O)[C@]1(Cc2ccccc2)N[C@H](CN(C)C(=O)c2ccc(C)cc2)[C@@H]2C(=O)N(C)C(=O)[C@@H]21 | -0.6 | -0.1 | 5.2 | -1.5 | 0.3 | 4.3 | -6.8 | -1.0 | -0.7 | 2.5 | 1.5
COc1ccc2oc(C(=O)N3CCN(c4ncccn4)CC3)c(C)c2c1 | 0.8 | 0.5 | -7.1 | -1.7 | -1.6 | 0.1 | -1.1 | -1.1 | 0.1 | -9.9 | 1.3
CNC(=O)COc1coc(CN2CCN(C(=O)c3ccco3)CC2)cc1=O | 0.2 | 0.6 | 2.2 | -7.2 | 2.2 | 0.7 | 0.2 | -0.9 | -0.3 | -4.1 | 0.5
N#Cc1nc(Nc2cc(F)cc(F)c2)c2ncn(CC(F)F)c2n1 | -1.0 | -0.6 | 14.1 | -0.9 | 0.3 | 2.6 | 4.2 | -1.0 | 0.4 | 5.2 | 1.3
CC1(C(=O)O)CCCN(C(=O)C2(c3ccc(Cl)cc3)CCCC2)C1 (stereo not drawn) | -0.5 | . | 1.3 | -2.6 | 0.5 | 1.0 | -0.6 | -0.8 | -0.8 | -9.1 | 3.1
CC(C)N(Cc1ccccc1)C(=O)CN1C(=O)NC(Cc2ccccc2)(c2ccccc2)C1=O (stereo not drawn) | -0.9 | 0.0 | -4.6 | -0.3 | 0.1 | -0.7 | -5.8 | -1.2 | 0.6 | -0.1 | 3.4

Record cards (already shown).
Entry for `Nc1ccccc1Sc1ccccc1[N+](=O)[O-]` : DAX1 inh-1: -0.4; DAX1 inh-2: -0.4; GC-A act: 0.1; ADAM17 inh: 3.7; PG9 Ab binder: -1.3; SMARCA2 act: -1.9; GAA850 FXN act: 0.3; ssDAF12 agonist: -1.4; hcDAF12 agonist: -1.4; ADAM10 inh: 5.1; hgDAF-12 ag: 1.1
Entry for `COc1ccc(S(=O)(=O)N(CCCN2CCOCC2)Cc2cccc(OC)c2OC)cc1` : DAX1 inh-1: 0.3; DAX1 inh-2: 1.6; GC-A act: -2.7; ADAM17 inh: -2.2; PG9 Ab binder: 0.2; SMARCA2 act: 0.1; GAA850 FXN act: -0.6; ssDAF12 agonist: -1.3; hcDAF12 agonist: -0.9; ADAM10 inh: -5.8; hgDAF-12 ag: -0.7

Other compounds:
SMILES | DAX1 inh-1 | DAX1 inh-2 | GC-A act | ADAM17 inh | PG9 Ab binder | SMARCA2 act | GAA850 FXN act | ssDAF12 agonist | hcDAF12 agonist | ADAM10 inh | hgDAF-12 ag
CCCCN(C(=O)C1CCC1)c1c(N)n(CCC)c(=O)[nH]c1=O | 2.1 | -0.6 | -1.2 | -1.5 | 0.3 | -0.9 | 1.2 | -1.2 | -1.0 | -2.3 | 2.2
COC(=O)c1ccc(C23CC4(C2)[C@H](CN(Cc2ccc(-c5ccccc5)cc2)[C@@H]4c2ccccc2)C3c2ccccc2)cc1 (stereo partly drawn) | 0.1 | 1.6 | 2.2 | 1.0 | -0.9 | -0.5 | 0.6 | -1.7 | 0.8 | 1.4 | 0.5
O=S(=O)([O-])C/C(=C\c1ccc(Cl)cc1)c1cc[n+](CCO)cc1 | 0.0 | 0.0 | -0.6 | -6.9 | -0.4 | -3.0 | 2.5 | -1.6 | -0.3 | -21.4 | -2.5
COC(=O)C1=CN(c2ccc(C(C)(C)C)cc2)C(N)=C(C#N)C1c1cccc([N+](=O)[O-])c1 (stereo not drawn) | 1.4 | . | -3.0 | -5.7 | -0.7 | 2.3 | . | 0.5 | 4.4 | -11.4 | 8.5
CCc1ccccc1NC(=S)N(CCCN(C)C)Cc1cc2cc3c(cc2[nH]c1=O)OCO3 | 0.1 | 0.1 | -1.2 | -99.2 | 0.8 | 0.1 | -0.1 | -0.8 | -1.6 | -300.5 | 1.6
Cc1cnc(-c2nnc(N(C)C(=O)C3CCOC3)s2)cn1 (stereo not drawn) | 2.1 | 2.7 | 0.4 | -39.6 | 1.8 | 0.4 | 0.9 | -1.2 | -0.3 | -122.4 | 3.0
O=C(c1ccc(S(=O)(=O)N2CCCCCC2)cc1)N1CCCC(C(F)(F)F)C1 (stereo not drawn) | -0.5 | 0.2 | 3.1 | -0.8 | 1.3 | -1.5 | 0.4 | -0.7 | -1.1 | -4.9 | -1.7
CCOC(=O)c1c[nH]n2c(=S)ncnc12 | -0.1 | 1.1 | -2.0 | -0.2 | -2.7 | -1.8 | 2.5 | -1.0 | -1.2 | 2.6 | 1.3
O=C(CCc1ccccc1)NC1C2CC3CC(C2)CC1C3 (stereo not drawn) | 0.5 | 2.3 | 0.2 | 0.5 | 0.6 | 1.5 | 2.0 | -1.2 | 0.6 | 3.8 | 0.0
Cn1c(=S)[nH]c2c(c1=O)C(C)(C)Cc1ccccc1-2 | 0.0 | 0.2 | 25.9 | -2.2 | 17.1* | 7.6 | 2.7 | 0.2 | -0.3 | 0.0 | -1.4
CC(=O)NCCC(=O)N1CCc2c([nH]c3ccccc23)C1c1cccc(Cl)c1 (stereo not drawn) | 0.0 | -0.6 | -4.3 | -2.2 | -2.6 | -2.6 | -0.8 | -0.6 | 4.1 | -13.3 | -1.5
Cc1ccc(NC(=O)CCN2CCN(C/C=C/c3ccccc3)CC2)cc1 | -0.5 | -1.5 | -7.1 | -1.3 | 0.7 | -0.4 | 2.4 | -1.1 | -1.7 | 3.8 | -0.6
CC(C)C(C)NC(=O)COc1ccc(-c2ccccc2)cc1 (stereo not drawn) | -0.7 | -0.8 | 7.4 | 0.4 | -0.5 | -2.6 | -0.4 | -1.0 | -3.0 | -4.5 | 1.8
CCCOc1ccc(C(=O)NCC(c2ccco2)N(C)C)cc1 (stereo not drawn) | 0.0 | -0.8 | 4.4 | 4.4 | 0.6 | -0.6 | -0.9 | -1.3 | 3.8 | -1.1 | 1.2
Clc1ccccc1-c1nc2ccccc2c2nc3ccccc3n12 | -0.2 | -1.4 | 1.8 | -4.8 | -1.7 | 1.8 | 0.5 | -0.8 | 0.0 | -11.0 | 1.4
O=C(NC(C(=O)c1ccccc1)N1CCCCC1)c1ccccc1 (stereo not drawn) | 1.5 | 3.4 | -8.2 | -1.4 | -0.7 | 1.2 | 3.5 | 0.0 | 2.7 | -1.2 | 1.1
Cn1c(-c2ccc3c(c2)OCO3)cnc1NCc1ccccc1 | 0.7 | 0.7 | -3.3 | -0.1 | -1.3 | 2.5 | 1.6 | -1.4 | -0.3 | -7.5 | 4.4
Cc1ccc(NC(=O)CSc2ccc3nnc(CCNC(=O)c4ccccc4)n3n2)c(C)c1 | -0.4 | -0.5 | -4.2 | 1.0 | -1.2 | 2.6 | -0.7 | -0.8 | 1.8 | 5.9 | -1.4
O=C(NCc1ccccc1)C1C(c2ccccc2)=Nc2ccccc2N1C(=O)c1ccncc1 (stereo not drawn) | -0.8 | . | 1.9 | -3.6 | -0.1 | -5.6 | . | -0.8 | 0.5 | -6.7 | 1.7
CCOC(=O)C1=CC[C@H]2c3c(c4ccccc4n3C)C(=O)C1N2C(=O)OC(C)(C)C | -0.3 | -0.1 | 1.6 | -2.6 | -1.3 | 0.5 | 1.7 | -0.9 | -0.3 | -0.7 | 1.2
Fc1ccc2nc(Nc3nc4cc5c(cc4s3)OCO5)sc2c1 | 0.2 | 2.0 | 2.4 | -26.4 | -0.2 | 3.4 | 3.3 | -0.5 | -0.1 | -64.9 | 2.4
O=C(/C=C/c1c(Cl)cccc1Cl)N1CCN(c2ncccn2)CC1 | -0.2 | -0.7 | 7.9 | -0.5 | 0.1 | -0.6 | 1.8 | -1.2 | -1.8 | -9.4 | -2.4
O=C1CCCCC1Sc1nnc(Cc2cccs2)n1CCc1ccccc1 (stereo not drawn) | -1.4 | -0.5 | -2.3 | -1.9 | 0.5 | 2.4 | -1.0 | -0.9 | -2.5 | 6.9 | 1.3
c1ccc(C2CSc3ccccc3N2)cc1 (stereo not drawn) | 1.4 | 2.6 | 5.1 | -8.0 | 0.0 | 7.7 | 2.2 | 0.2 | 5.6* | -15.2 | 5.6
Cc1cc(C)nc(NC2=NCC(=O)N2c2ccc(F)c(Cl)c2)n1 | -0.3 | -1.6 | 1.4 | -0.8 | -0.5 | -3.7 | -1.5 | -1.1 | -0.8 | 0.6 | 1.6
CC(=O)Nc1cccc(C(=O)NNC(=O)c2ccccc2-n2cccc2)c1 | -1.0 | 0.3 | 0.0 | -3.5 | 0.9 | -4.2 | -1.4 | -1.2 | 2.9 | -18.1 | -2.4
COC(=O)[C@]12C[C@H](CC(=O)NCC34CC5CC(CC(C5)C3)C4)C(=O)N(Cc3cccc4ccccc34)C1=C[C@H](C(C)C)O[C@@H]2C1CC1 | -0.1 | . | -4.3 | -3.0 | . | -2.8 | . | -0.7 | 1.1 | -9.7 | -0.6
CC(C)C[C@H]1CN=C(Nc2ccccc2)N1CCC1CCCCC1 | 0.8 | 0.7 | -13.7 | -0.8 | 0.0 | 0.4 | 0.8 | -1.2 | -0.9 | -0.2 | 0.9
C[C@H]1CN([C@@H](C)CO)C(=O)c2cc(NC(=O)CCN3CCOCC3)ccc2O[C@H]1CN(C)C(=O)Nc1ccc(F)cc1 | 0.0 | 0.2 | 4.4 | 3.0 | -0.5 | -0.4 | 0.5 | -0.8 | -0.3 | 6.5 | -1.9
CSCCCNC(=S)Nc1cccc(S(=O)(=O)NC2=NCCC2)c1 | -0.5 | 1.3 | -4.0 | -2.2 | -0.2 | 2.2 | 2.2 | -0.9 | -1.5 | -4.4 | -1.1
